esBAF inh: inhibitors of esBAF chromatin remodeling in mouse ES cells. 350,000 tested, 2% active. reporter increase, % at 12.5 µM. AID 602393. Bmi1-luciferase knock-in reporter, 24 h; 100% = twice the neutral-well signal; in the data active = activation above about 40%;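 also: 0% = median of the plate's neutral control wells and 100% = double that signal; a rise in the Bmi1 reporter signal indicates esBAF inhibition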
ARNT-TACC3 inh: disrupts binding between human ARNT and TACC3 | inhibition, % at 9.99 µM | 390,000 tested, 0.66% active | AlphaScreen His-ARNT PAS-B/GST-TACC3 binding, luminescence; TACC3 fragment carries E629A point mutation | AID 623870 | Q9Y6A5;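 active = mean inhibition of replicates at least 50% and at least half of replicates each reaching 50%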;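 also: 0% = complete ARNT plus TACC3 wells and 100% = ARNT alone without TACC3; many hits fall short of the cut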
GSIS activator: GLuc luminescence reporter in INS-1E cells, primary screen for activators of glucose-dependent secretion of insulin; AID 743287; 370,000 tested, 0.61% active; activation, % at 16.6 µM; INS-1E GLuc reporter insulin secretion, 2-3 h;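 active = lowest replicate activation of at least 40%, so every replicate reaches that level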;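 also: 0% = median of neutral control wells and 100% = median of IBMX positive control wells; some compounds called inactive have numbers as strong as hits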
RAD52 anneal inh: blocks human RAD52 DNA annealing; P43351; recombinant RAD52 DNA annealing, FRET fluorescence; inhibition, % at 18.7 µM; 360,000 tested, 0.46% active; AID 651710;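 active = every replicate showing at least 50% inhibition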
Target sequence (P43351 whole entry, looked up): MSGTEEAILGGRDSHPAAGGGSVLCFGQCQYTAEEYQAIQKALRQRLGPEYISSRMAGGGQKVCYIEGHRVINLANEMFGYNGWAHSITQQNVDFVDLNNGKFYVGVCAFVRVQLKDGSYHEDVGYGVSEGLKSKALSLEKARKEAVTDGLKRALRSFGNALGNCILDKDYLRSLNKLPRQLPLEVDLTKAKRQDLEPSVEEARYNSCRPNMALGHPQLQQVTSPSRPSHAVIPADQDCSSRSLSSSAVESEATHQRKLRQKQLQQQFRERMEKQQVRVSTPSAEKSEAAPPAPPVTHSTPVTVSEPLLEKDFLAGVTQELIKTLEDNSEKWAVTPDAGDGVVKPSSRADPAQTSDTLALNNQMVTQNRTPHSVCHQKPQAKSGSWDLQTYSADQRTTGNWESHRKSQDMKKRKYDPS
Xi reactivation: activators of X-chromosome reactivation in mouse fibroblasts; XiGFP mouse fibroblasts, % GFP-positive cells imaging, 3 d; cells co-treated with 5-aza-dC sensitizer; scaled so ellipticine positive control = 100%; activation, % at 7.58 µM; 360,000 tested, 0.055% active;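 active = mean normalized replicate activation at least 10% and every replicate at or above 10%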;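 also: 0% = median of on-plate neutral control wells and 100% = ellipticine 6 µM median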
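material = 68-5-11 XiGFP fibroblast line | medium = DMEM plus 5-aza-dC sensitizer | schedule = 3 days compound exposure | benchmarks = positive control ellipticine, 6 µM final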
CFTR F508del cor: CFTR F508del correction in bronchial cells; CFBE cells, YFP halide quenching; stimulated with forskolin plus potentiator P3; % fluorescence drop versus neutral controls; activity (quench increase), % at 7.58 µM; 350,000 tested, 0.36% active; AID 720511;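 active = mean added fluorescence quench of at least 8% versus neutral control, with both replicates also reaching 8%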;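 also: cells transiently co-express mutant CFTR-F508del with the halide-sensitive YFP; corrector assay measuring rescue of mutant channel to the surface after 24 h compound exposure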
ERAP1 inh: inhibitors of human ERAP1 aminopeptidase. recombinant ERAP1, Leu-AMC fluorescence, 60 min. inhibition, % at 10.7 µM. 340,000 tested, 0.15% active;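 active = mean replicate inhibition of at least 30%, or all replicates individually reaching that 30% level; inactive = mean below 30% and not every replicate reaching it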;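 also: 0% = neutral control wells and 100% = L-leucinethiol positive control wells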
RAD54 branch: inhibitors of human RAD54 branch migration; inhibition, % at 10.4 µM; 360,000 tested, 0.14% active; Q92698; RAD54 Holliday junction branch migration, FAM/BHQ fluorescence;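 active = mean normalized replicate activity at least 40 and at least half of replicates scoring 40 or more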;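 also: 0% = median of neutral control wells and 100% = median of positive control wells; inhibitors cause a drop in the FAM fluorescence signal; in these data hits start at about 50%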
Starred values were filed as active, the others as inactive.

How did CC(C)=C1C(=O)NN(c2ccc(C)c(Cl)c2)C1=O do in these assays?
esBAF inh: -6; ARNT-TACC3 inh: -72; RAD52 anneal inh: -45; Xi reactivation: 0.0; CFTR F508del cor: -1.0; ERAP1 inh: 4

How did CO[C@@H]1CN(C)C(=O)c2ccc(NC(=O)C3CCCCC3)cc2OC[C@@H](C)N(C(=O)Nc2ccc(C(F)(F)F)cc2)C[C@H]1C do in these assays?
esBAF inh: 16; ARNT-TACC3 inh: 6; GSIS activator: -10; RAD52 anneal inh: -18; Xi reactivation: 0.0; CFTR F508del cor: -0.6; ERAP1 inh: -2; RAD54 branch: -3

How did O=C(Cc1cccnc1)N1CC(=O)N2[C@H](CO)[C@@H](c3ccc(C4=CCCC4)cc3)[C@@H]2C1 do in these assays?
GSIS activator: 10; RAD52 anneal inh: 7; Xi reactivation: 0.0; CFTR F508del cor: -1.6; ERAP1 inh: 0

Results for O=C(C1CCCCC1)N1CC[C@@H]2[C@H]1c1cc(Br)ccc1N[C@@H]2CO ?
esBAF inh: 2; ARNT-TACC3 inh: 1; GSIS activator: 7; RAD52 anneal inh: -20; Xi reactivation: 0.5; CFTR F508del cor: 5.6; ERAP1 inh: 1; RAD54 branch: 5

Results for COc1ccc(-c2cc(=O)oc3c(C)c(O)ccc23)cc1 ?
esBAF inh: -1; ARNT-TACC3 inh: -2; GSIS activator: 14; RAD52 anneal inh: -10; Xi reactivation: 0.1; CFTR F508del cor: 5.6; ERAP1 inh: 1; RAD54 branch: -4

What do the screens show for `Cc1ccc(S(=O)(=O)N(C)C[C@H]2Oc3c(NC(=O)Nc4ccc5c(c4)OCO5)cccc3C(=O)N([C@H](C)CO)C[C@H]2C)cc1`?
esBAF inh: 9; ARNT-TACC3 inh: -13; GSIS activator: 3; RAD52 anneal inh: 10; Xi reactivation: -1.1; CFTR F508del cor: 0.3; ERAP1 inh: -5; RAD54 branch: -4

How did O=C(NCc1ccccc1Cl)c1cnccc1C(F)(F)F do in these assays?
esBAF inh: -4; ARNT-TACC3 inh: 0; GSIS activator: 2; RAD52 anneal inh: -15; Xi reactivation: 0.2; CFTR F508del cor: -0.7; ERAP1 inh: 5

How did CCOC(=O)c1c(C)oc2ccc(OS(C)(=O)=O)cc12 do in these assays?
ARNT-TACC3 inh: 13; GSIS activator: 42; RAD52 anneal inh: 3; Xi reactivation: 0.1; CFTR F508del cor: -2.1; ERAP1 inh: 2

What do the screens show for `CC(=O)N(CCc1ccccc1)Cc1cc2cc(C)ccc2[nH]c1=O`?
esBAF inh: -8; ARNT-TACC3 inh: -4; GSIS activator: -3; RAD52 anneal inh: -23; Xi reactivation: 0.0; CFTR F508del cor: -6.9; ERAP1 inh: -1; RAD54 branch: -1

What do the screens show for `CCSc1nnc(N2C(=O)CC(c3ccsc3)C3=C2CC(C)(C)CC3=O)s1` (stereo unspecified)?
esBAF inh: 10; GSIS activator: 7; RAD52 anneal inh: 2; Xi reactivation: 0.0; CFTR F508del cor: -2.2; ERAP1 inh: -3; RAD54 branch: -6

An excerpt from above in order of SMILES length, low to high.
How did O=C(NCc1ccccc1Cl)c1cnccc1C(F)(F)F do in these assays?
esBAF inh: -4; ARNT-TACC3 inh: 0; GSIS activator: 2; RAD52 anneal inh: -15; Xi reactivation: 0.2; CFTR F508del cor: -0.7; ERAP1 inh: 5

How did CC(C)=C1C(=O)NN(c2ccc(C)c(Cl)c2)C1=O do in these assays?
esBAF inh: -6; ARNT-TACC3 inh: -72; RAD52 anneal inh: -45; Xi reactivation: 0.0; CFTR F508del cor: -1.0; ERAP1 inh: 4

What do the screens show for `CC(=O)N(CCc1ccccc1)Cc1cc2cc(C)ccc2[nH]c1=O`?
esBAF inh: -8; ARNT-TACC3 inh: -4; GSIS activator: -3; RAD52 anneal inh: -23; Xi reactivation: 0.0; CFTR F508del cor: -6.9; ERAP1 inh: -1; RAD54 branch: -1

Results for O=C(C1CCCCC1)N1CC[C@@H]2[C@H]1c1cc(Br)ccc1N[C@@H]2CO ?
esBAF inh: 2; ARNT-TACC3 inh: 1; GSIS activator: 7; RAD52 anneal inh: -20; Xi reactivation: 0.5; CFTR F508del cor: 5.6; ERAP1 inh: 1; RAD54 branch: 5

How did O=C(Cc1cccnc1)N1CC(=O)N2[C@H](CO)[C@@H](c3ccc(C4=CCCC4)cc3)[C@@H]2C1 do in these assays?
GSIS activator: 10; RAD52 anneal inh: 7; Xi reactivation: 0.0; CFTR F508del cor: -1.6; ERAP1 inh: 0

How did CO[C@@H]1CN(C)C(=O)c2ccc(NC(=O)C3CCCCC3)cc2OC[C@@H](C)N(C(=O)Nc2ccc(C(F)(F)F)cc2)C[C@H]1C do in these assays?
esBAF inh: 16; ARNT-TACC3 inh: 6; GSIS activator: -10; RAD52 anneal inh: -18; Xi reactivation: 0.0; CFTR F508del cor: -0.6; ERAP1 inh: -2; RAD54 branch: -3

Next entries.
Results for O=C1CN(C(=O)CC2C(=O)NCCN2Cc2ccccc2C(F)(F)F)CCN1 (stereo unspecified) ?
esBAF inh: -4; ARNT-TACC3 inh: -14; GSIS activator: 1; RAD52 anneal inh: -25; Xi reactivation: 0.0; CFTR F508del cor: 3.4; ERAP1 inh: 1; RAD54 branch: -3

How did Cc1[nH]c(=O)[nH]c(=O)c1S(=O)(=O)N1CCCC(C(=O)N2CCN(c3cccc(C(F)(F)F)c3)CC2)C1 (stereo unspecified) do in these assays?
ARNT-TACC3 inh: -8; GSIS activator: 0; RAD52 anneal inh: -10; Xi reactivation: 0.1; CFTR F508del cor: -4.1; ERAP1 inh: -2

How did CN(C)C(=O)C[C@H]1C[C@@H]2c3cc(NC(=O)Nc4ccccc4F)ccc3O[C@@H]2[C@@H](CO)O1 do in these assays?
esBAF inh: 3; ARNT-TACC3 inh: -8; GSIS activator: 3; RAD52 anneal inh: -14; Xi reactivation: 0.0; CFTR F508del cor: 0.2; ERAP1 inh: -6; RAD54 branch: 0

How did C/C(=N\NC(=O)COc1ccc(C#N)cc1)c1ccc(N2CCOCC2)cc1 do in these assays?
esBAF inh: 1; ARNT-TACC3 inh: 2; GSIS activator: 15; RAD52 anneal inh: -2; Xi reactivation: 0.0; ERAP1 inh: 1

What do the screens show for `O=[N+]([O-])c1cccc(CSc2cccc[n+]2[O-])c1`?
ARNT-TACC3 inh: -17; GSIS activator: 9; RAD52 anneal inh: -9; Xi reactivation: 0.0; CFTR F508del cor: 0.9; ERAP1 inh: 0

Results for CCOc1cc(/C=C(\C#N)C(=O)Nc2cccc(C(=O)O)c2)ccc1OCc1ccc(Br)cc1 ?
ARNT-TACC3 inh: 5; GSIS activator: 9; RAD52 anneal inh: -28; Xi reactivation: -0.1; CFTR F508del cor: 0.6; ERAP1 inh: -9; RAD54 branch: 1

How did COc1ccccc1-c1ccc2c(c1)[C@H]1[C@H](CCN1S(=O)(=O)c1cccc(F)c1)[C@@H](CO)N2 do in these assays?
esBAF inh: -1; ARNT-TACC3 inh: 11; GSIS activator: 4; Xi reactivation: 0.1; CFTR F508del cor: 0.7; RAD54 branch: 10

How did COc1ccc(NC(=O)N(C)C[C@@H]2OCCCC[C@H](C)Oc3ccc(NC(=O)Nc4cccc5ccccc45)cc3C(=O)N([C@@H](C)CO)C[C@H]2C)cc1 do in these assays?
esBAF inh: 11; ARNT-TACC3 inh: -4; GSIS activator: 30; Xi reactivation: -0.3; CFTR F508del cor: -2.3; RAD54 branch: 4

How did CC(=O)Nc1ccc(S(=O)(=O)Nc2nc3nc(-c4ccccc4)cc(-c4ccccc4)n3n2)cc1 do in these assays?
esBAF inh: -1; ARNT-TACC3 inh: -10; GSIS activator: 19; RAD52 anneal inh: -16; Xi reactivation: 0.0; CFTR F508del cor: 1.2; ERAP1 inh: -4; RAD54 branch: -3

Screens as filed in PubChem BioAssay.
